Screening data deposited in PubChem BioAssay by Broad Institute.
BL2 CD40 inh – CD40 pathway inhibition in BL2 cells. BL2 NF-kB luciferase reporter, CD40L-induced, 4 h. inhibition, % at 10 µM. 83,000 compounds, 0.94% hits;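 active = mean inhibition of at least 50% with a set share of replicates also reaching that level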;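 also: 0% = neutral control wells and 100% = IKK inhibitor VII at 50 µM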
Starred values were filed as active, the others as inactive; [ ] = another dose, or the depositor's remark. A portion of the library; count on the stated rates, not on these rows.

SMILES | BL2 CD40 inh
Cc1occc1C(=O)NNC(=O)Nc1ccc([N+](=O)[O-])cc1 | 9.2
CCC1(C)NC(=O)N(CC(=O)Nc2sc3c(c2C(N)=O)CCC3)C1=O (stereo unspecified) | 1.4
Cc1cc(NC(=O)CSc2ccnc(=O)[nH]2)no1 | -9.7
Cc1noc(C)c1S(=O)(=O)Nc1ccc2c(c1)C(=O)N([C@H](C)CO)C[C@@H](C)[C@@H](CN(C)Cc1ccc(C(=O)O)cc1)OCCCC[C@@H](C)O2 | 23.3[25 µM]
O=C([C@@H]1[C@@H](CO)[C@@H]2Cn3c(ccc(-c4ccncc4)c3=O)[C@H]1N2CCC(F)(F)F)N1CCCCC1 | -0.8[25 µM]
O=C(Nc1nc2ccccc2n1CCOc1ccccc1)c1ccco1 | -2.2
CN1CCN(C(=O)[C@@H]2[C@@H](CO)[C@@H]3Cn4c(cccc4=O)[C@H]2N3Cc2ccncc2)CC1 | 1.7[25 µM]
COc1ccc(-c2c3c(=O)n(C)c(=O)n(C)c3cn2-c2ccc(O)cc2)cc1 | 1.8
O=C1C[C@H](c2ccccc2)C(=O)N[C@@H](c2ccccc2)C/C=C\C[C@H](c2ccccc2)N1 | 7.0[25 µM]
CN(C)C(=O)c1cccc(-c2ccc3c(c2)[C@H]2[C@H](CCN2C(=O)c2ccc4c(c2)OCO4)[C@H](CO)N3)c1 | -30.2[25 µM]
CCCNC(=O)N1[C@@H](C#N)[C@@H](c2ccc(-c3cccnc3)cc2)[C@@H]1CO | 5.8[25 µM]
O=C(Cn1cnc2ccccc2c1=O)NCC1COc2ccccc2O1 (stereo unspecified) | 8.9
c1cc2c(cc1CN1CCN(C3CCCCCC3)CC1)OCO2 | -3.9
COc1ccc2nc(N3CCOCC3)cc(C)c2c1 | -51.3
N#C[C@@H]1[C@H](c2ccccc2C2=CCCC2)[C@@H](CO)N1C(=O)Cc1ccncc1 | -2.3[25 µM]
CC(C)CN1CCNC(=O)C1CC(=O)N(C)CC1CCOCC1 (stereo unspecified) | -9.7
C[C@H](CO)N1C[C@H](C)[C@H](CN(C)C(=O)Nc2ccccc2)OCCCC[C@H](C)Oc2ccc(NC(=O)Nc3ccc4c(c3)OCO4)cc2C1=O | -3.8
O=C(CCN1CCN(C(=O)c2ccco2)CC1)Nc1ccc(F)cc1 | 16.0
O=C(CCc1nc(-c2ccccc2F)no1)NCc1ccco1 | -11.7
CC(C)NC(=O)Nc1ccc2c(c1)C(=O)N([C@@H](C)CO)C[C@@H](C)[C@H](CN(C)Cc1ccc(C(=O)O)cc1)OCCCC[C@H](C)O2 | 0.2
O=C(COC(=O)C1CCN(C(=O)c2ccc(Cl)cc2)CC1)NC1CCS(=O)(=O)C1 (stereo unspecified) | 10.4
COc1ccc(Cc2noc(CN3CCN(Cc4csc(C)n4)CC3)n2)cc1OC | 4.7
CC(C)Oc1cc(F)ccc1-c1cc(C(=O)Nc2cccc(Cl)c2)[nH]n1 | -7.3
COCCn1c(=S)[nH]c2cc(C(=O)N3CCN(C4CCCCC4)CC3)ccc2c1=O | 14.7
O=C1N[C@@H](Cc2ccccc2)COCc2cnnn2CC[C@@H]1Cc1ccc(-c2ccccc2)cc1 | -3.2[25 µM]
CCOC(=O)CNC(=O)c1cccs1 | -1.6
COc1cc(-c2nnc(NC(=O)CCS(=O)(=O)c3ccccc3)o2)cc(OC)c1OC | 3.9
O=C(Nc1ccccc1C(=O)N1CCN(Cc2ccccc2)CC1)c1ccccn1 | 13.4
CC(C)[C@@H]1NC(=O)N(c2ccc(Oc3ccccc3)cc2)C1=O | -20.7
CN(C(=O)c1ccccc1OCc1ccc(F)cc1)c1c(N)n(Cc2ccccc2)c(=O)[nH]c1=O | 10.0
CS(=O)(=O)NCc1ccc(C(=O)O)cc1 | 20.7
O=C(NCCCCN1CCN(c2cccc(Cl)c2Cl)CC1)c1ccc2c(c1)Cc1ccccc1-2 | -4.0[25 µM]
CCn1c(SCC(=O)N/N=C/c2c[nH]c3ccccc23)nnc1-c1ccc(C)cc1 | 1.0
O=C(CN1C(=O)c2cccc3cccc1c23)N1CCN(c2ccccc2)CC1 | 21.4
O=C(Oc1ccc2ccccc2c1Cl)N1CCCCCC1 | 1.7
CCc1nc(NCC(C)C)c(C#N)c2c1COC(C)(C)C2 | 4.9
CC(=O)N1CCN(C(=O)c2ccc(C)c(S(=O)(=O)N3CCCCC3)c2)CC1 | -0.5
[O-]c1n[n+](-c2ccc(Cl)cc2Cl)cc2ccccc12 | 11.7
OC(C#CCN1CCCCCC1)(c1ccccc1)c1cccnc1 (stereo unspecified) | 1.7
Cc1ccc(-n2ncc3ccccc3c2=O)cc1Cl | -94.7
Cc1nnc2ccc(-c3ccc(NS(=O)(=O)c4ccccc4)cc3)nn12 | 10.5
CCOC(=O)C1C(=O)C(=O)N(Cc2ccccc2)C1C(=O)OCC (stereo unspecified) | 3.1
CC(C)Oc1ccc(S(=O)(=O)N2CCOCC2)cc1NC(=O)c1cccc(S(=O)(=O)N2CCCC2)c1 | 8.3
O=C(NC1CCCC1)C1CC(=O)N(C2CCCCCCC2)C1 (stereo unspecified) | -8.3
CCCC#Cc1cnc2c(c1)C(=O)N([C@H](C)CO)C[C@H](C)[C@H](CN(C)C(=O)Cc1ccncc1)O2 | 0.9[25 µM]
COCCN1CCN(Cc2cn[nH]c2-c2cc3ccccc3o2)CC1 | -5.2
N#CCCn1cnc2ccccc21 | 9.1
Cc1ccccc1C(=O)OCc1cnc(Cl)s1 | -0.2
CCCS(=O)(=O)NC(=O)C1(C)CCCN(C(=O)c2c(OC)cccc2OC)C1 (stereo unspecified) | 3.8
CC(=O)Nc1ccc2c(c1)NC(=O)CC2 | 9.4
Cc1ccccc1CN(C)C(=O)COC(=O)c1ccc2[nH]c(C)c(C)c2c1 | -15.3
COCC(=O)Nc1ccc2c(c1)C(=O)N(C)[C@H]1CC[C@@H](CC(=O)NCCCN(C)C)O[C@@H]1CO2 | -23.5[25 µM]
C[C@@H]1CN([C@@H](C)CO)C(=O)c2cccc(NS(=O)(=O)c3cn(C)cn3)c2O[C@@H]1CN(C)C(=O)Nc1ccc(F)cc1 | -6.6[25 µM]
Cn1c(N)c(C(=O)N2CCN(c3ccccc3)CC2)c(=O)n(C)c1=O | 9.1
O=C(O)c1ccccc1-c1ccccc1C(=O)Nc1cccc2ccccc12 | 6.3
CCCCCCC(=O)OCC(=O)c1ccc2c(c1)NC(=O)CO2 | 5.0
CN1CCN(C(=O)c2ccccc2-c2nc(-c3ccccc3)no2)CC1 | -64.6
Cc1ccc2nc(SCC(=O)OCc3ccccc3)nc(=O)n2c1 | 1.4
O=C(COc1ccccc1[N+](=O)[O-])N(Cc1ccccc1)c1ccccn1 | 5.9
C[C@@H]1CN([C@@H](C)CO)C(=O)c2cccc(NC(=O)Nc3ccc(C(F)(F)F)cc3)c2O[C@@H]1CN(C)S(=O)(=O)c1cn(C)cn1 | 1.6[25 µM]

3 entries out of the list, arranged by molar mass, highest first:
SMILES | BL2 CD40 inh
C[C@@H]1CN([C@@H](C)CO)C(=O)c2cccc(NC(=O)Nc3ccc(C(F)(F)F)cc3)c2O[C@@H]1CN(C)S(=O)(=O)c1cn(C)cn1 | 1.6[25 µM]
Cc1nnc2ccc(-c3ccc(NS(=O)(=O)c4ccccc4)cc3)nn12 | 10.5
CCOC(=O)C1C(=O)C(=O)N(Cc2ccccc2)C1C(=O)OCC (stereo unspecified) | 3.1

New compounds follow
SMILES | BL2 CD40 inh
CCOc1ccc(C(=O)O)cc1OC | 8.5
CCC(=O)c1ccc(OCC(=O)OCC(=O)Nc2cccc(S(=O)(=O)N3CCOCC3)c2)cc1 | -4.5
COc1ccc2c3c([nH]c2c1)[C@H](CO)N(C)CC31CCN(S(=O)(=O)c2cn(C)cn2)CC1 | -22.1[25 µM]
O=C(CC1SC(N2CCCC2)=NC1=O)Nc1ccc(C(=O)Nc2ncccc2O)cc1 (stereo unspecified) | -31.5
COc1ccc(CN=C2Nc3ccccc3CS2)cc1 | -52.8
CC=Cc1ccc2n(c1=O)C[C@@H]1[C@@H](CO)[C@H](C(=O)NCCc3ccccc3)[C@H]2N1C (mixture of isomers) | -8.6[25 µM]
CC(C)N1CCC(N2CCN(Cc3ccc(Oc4ncccn4)cc3)CC2CCO)CC1 (stereo unspecified) | 13.0
Cc1cc([N+](=O)[O-])nn1Cc1ccc(C(=O)N/N=C/c2ccccc2)cc1 | -30.2
CCCC(NS(=O)(=O)c1ccc(Br)cc1)C(=O)O (stereo unspecified) | 3.6
O=C(O)c1ccc([N+](=O)[O-])cc1 | 6.4
C/C=C/c1ccc(C2[C@H]3CNC[C@@H]2N3S(=O)(=O)c2ccc(Cl)cc2)cc1 (stereo partly specified) | 7.5[25 µM]
CN1CCN(C(=O)C[C@H]2CC[C@@H]3[C@H](COC[C@H](O)CN3CC3CCCC3)O2)CC1 | 0.9
Cc1[nH]c2ccccc2c1C1=NNC(=Nc2ccc(F)cc2)SC1 | -2.2
CC(C)(C)c1ccc(C(=O)NC(=O)CSc2n[nH]c(N)n2)cc1 | -12.5
O=[N+]([O-])c1cnn(-c2nc(-c3cccs3)cc(C(F)(F)F)n2)c1 | -0.5
C[C@@H]1CN([C@@H](C)CO)C(=O)c2cc(NC(=O)CCC(F)(F)F)ccc2O[C@H]1CN(C)Cc1ccc(Cl)c(Cl)c1 | 8.0
Cc1ccc(C)c(NC(=S)N(Cc2ccc(Cl)cc2)Cc2ccc(C(=O)O)cc2)c1 | -25.4
Cn1c(NCc2c[nH]c3ccccc23)nc2ccccc21 | -11.4
CCOC(=O)c1ccccc1NC(=O)c1ccc(F)cc1 | -7.6
Cc1cc(C(=O)Nc2ccc3c(c2)C(=O)N(C)[C@@H]2CC[C@@H](CC(=O)O)O[C@@H]2CO3)no1 | -6.8[25 µM]
Cc1ccc(SCCN2C(=O)NC(C)(C)C2=O)cc1 | 1.6
Cc1c(C(=O)N2CCC(C)CC2)oc2ccc3c(c12)C(O)CC1(CCCCC1)O3 (stereo unspecified) | 25.8
COc1ccccc1C#Cc1ccc([C@H]2[C@@H](C#N)N(C(=O)C3CCCC3)[C@@H]2CO)cc1 | -4.3
CC(NC(=O)C1CC=CCC1C(=O)O)C1CC2CCC1C2 (stereo unspecified) | 5.7

In another format: two of the compounds above.
| smiles | BL2 CD40 inh |
| --- | --- |
| Cc1nnc2ccc(-c3ccc(NS(=O)(=O)c4ccccc4)cc3)nn12 | 10.5 |
| O=C(O)c1ccccc1-c1ccccc1C(=O)Nc1cccc2ccccc12 | 6.3 |

Going on with the list:
SMILES | BL2 CD40 inh
O=C(CSc1nc(-c2ccc(F)cc2)cs1)NCC1CCCO1 (stereo unspecified) | -5.1
O=C1NNC(=O)C1c1ccccc1 | 6.6
Cc1cc(-c2ccccc2)nc2oc(C(=O)NN)c(N)c12 | 5.9
O=C(Cn1nnc2ccccc2c1=O)NCc1ccco1 | 0.7
CCOC(=O)c1sc(SC)c(C(C)=O)c1C | 0.6
CCC(=O)N1[C@H](C#N)[C@@H](c2ccccc2-c2ccccc2)[C@@H]1CO | -10.8[25 µM]
CN(C)C(=O)c1cccc(-c2ccccc2[C@@H]2[C@@H](C#N)N(C(=O)C3CCCC3)[C@@H]2CO)c1 | 3.5
COc1ccc(C2CC(=O)Nc3cc(OC)c(OC)cc32)cc1 (stereo unspecified) | -2.6
Cc1noc(C)c1COc1ccc(CC(=O)NCCc2ccccc2)cc1 | 4.0
COc1cccc(NC(=O)CN(C)CC(=O)Nc2ccccc2-c2ccccc2)c1 | 0.6
Cc1noc(C)c1NC(=O)N(C)C[C@@H]1OCCCC[C@@H](C)Oc2ccc(NC(=O)Nc3ccc(C(F)(F)F)cc3)cc2C(=O)N([C@H](C)CO)C[C@@H]1C | -9.5[25 µM]
O=C(CCC1CCCC1)NCCS(=O)(=O)N1CCN(c2ccc(F)cc2)CC1 | 6.3

Grouped by structure, the compounds so far with two or more sulfur atoms (three)
SMILES | BL2 CD40 inh
CC(C)Oc1ccc(S(=O)(=O)N2CCOCC2)cc1NC(=O)c1cccc(S(=O)(=O)N2CCCC2)c1 | 8.3
O=C(CSc1nc(-c2ccc(F)cc2)cs1)NCC1CCCO1 (stereo unspecified) | -5.1
CCOC(=O)c1sc(SC)c(C(C)=O)c1C | 0.6

Following part.
SMILES | BL2 CD40 inh
O=C(CN1CCN(Cc2cccc3ccccc23)CC1)NCCc1ccccc1 | -0.2
Cc1nn(-c2ccccc2)cc1/C=N/NS(=O)(=O)c1ccccc1 | -16.0
Cc1nn(CC(=O)N2CCc3ccccc32)c(C)c1S(=O)(=O)NC(C)(C)C | 6.5
CC(=O)N1[C@H](CO)[C@H](c2ccccc2)[C@@H]1CN(C(=O)c1ccccc1F)C(C)C | -0.1[25 µM]
COc1cccc(/C=N/n2cnnc2)c1OCc1ccccc1 | 3.4
COc1cccc(S(=O)(=O)Nc2ccc3c(c2)[C@H]2C[C@@H](CC(=O)NC4CCCCC4)O[C@@H](CO)[C@H]2O3)c1 | -2.4[25 µM]
O=C(CCN1CCCCC1)NCC[C@@H]1CC[C@H](NC(=O)C2CCCCC2)[C@@H](CO)O1 | -6.0
Cn1cc([N+](=O)[O-])c(C(=O)NCC(=O)O)n1 | -2.1
Nc1nc2ccc(Br)cc2o1 | -3.8
COc1ccc2c3c(n(C)c2c1)[C@@H](CO)N(CC1CCOCC1)CC31CN(Cc2nccs2)C1 | -4.4[25 µM]
COc1cccc(S(=O)(=O)N2CCCCN3[C@@H](CO)[C@@H](c4ccc(C5=CCCCC5)cc4)[C@@H]3C2)c1 | 2.9[25 µM]
COc1ccccc1NC(=O)N1C[C@@H](C)[C@H](OC)CN(C)C(=O)c2cc(NC(=O)c3cnccn3)ccc2OC[C@H]1C | -7.2[25 µM]
Cc1ccc2c(CC(=O)N(CC3CCCO3)c3c(N)n(Cc4ccccc4)c(=O)[nH]c3=O)coc2c1 (stereo unspecified) | 5.6
CC1CN(C(=O)c2cccc(S(=O)(=O)N3CCN(c4ccccc4)CC3)c2)CC(C)O1 (stereo unspecified) | 1.9
CN1CCN(C(=O)C[C@H]2CC[C@@H]3[C@H](COc4ccc(NC(=O)C5CCOCC5)cc4C(=O)N3C)O2)CC1 | -4.6[25 µM]
